Vif-A3G inh: qHTS for Inhibitors of Vif-A3G Interactions: qHTS; Potency, µM (titrated, usually from 46.1 µM), without a hit: at the highest dose activity, negative = active, actives largely listed as inhibitors; DNA dC->dU-editing enzyme APOBEC-3G (Homo sapiens), Q9HC16; HeLa A3G-eYFP + Vif (tagged APOBEC3G with the HIV-1 protein that degrades it), YFP fluorescence, overnight; 410,000 compounds, 0.076% hits;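 also: potency is read from the fitted curve at half-maximal effect; % is scaled to controls: 0 for no effect and ±100 for the full control effect; nearly all actives have a fitted effect of over 60% in size; hits raise eYFP signal because A3G escapes Vif-driven loss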
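Read-out is eYFP fluorescence (Ex 488/Em 500-530) from Vif-expressing HeLa A3G-eYFP cells; more signal means A3G escaped Vif-mediated degradation. Cells plated overnight, compound pinned in, incubated overnight at 37 deg C.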
ALOX12 inh: Primary qHTS assay for inhibitors of human arachidonate 12S-lipoxygenase (ALOX12): Round 2. Potency, µM (top dose mostly 108 µM), for inactives: at the highest dose activity change, negative = inhibition, hits mostly inhibitors. purified 12hLO, xylenol orange hydroperoxide absorbance. 580,000 compounds, 1.1% hits. Polyunsaturated fatty acid lipoxygenase ALOX12 (Homo sapiens), P18054; also: potency is read from the fitted curve at half-maximal effect; % is scaled to controls: 0 for no effect and ±100 for the full control effect
Target sequence (P18054 whole entry, looked up): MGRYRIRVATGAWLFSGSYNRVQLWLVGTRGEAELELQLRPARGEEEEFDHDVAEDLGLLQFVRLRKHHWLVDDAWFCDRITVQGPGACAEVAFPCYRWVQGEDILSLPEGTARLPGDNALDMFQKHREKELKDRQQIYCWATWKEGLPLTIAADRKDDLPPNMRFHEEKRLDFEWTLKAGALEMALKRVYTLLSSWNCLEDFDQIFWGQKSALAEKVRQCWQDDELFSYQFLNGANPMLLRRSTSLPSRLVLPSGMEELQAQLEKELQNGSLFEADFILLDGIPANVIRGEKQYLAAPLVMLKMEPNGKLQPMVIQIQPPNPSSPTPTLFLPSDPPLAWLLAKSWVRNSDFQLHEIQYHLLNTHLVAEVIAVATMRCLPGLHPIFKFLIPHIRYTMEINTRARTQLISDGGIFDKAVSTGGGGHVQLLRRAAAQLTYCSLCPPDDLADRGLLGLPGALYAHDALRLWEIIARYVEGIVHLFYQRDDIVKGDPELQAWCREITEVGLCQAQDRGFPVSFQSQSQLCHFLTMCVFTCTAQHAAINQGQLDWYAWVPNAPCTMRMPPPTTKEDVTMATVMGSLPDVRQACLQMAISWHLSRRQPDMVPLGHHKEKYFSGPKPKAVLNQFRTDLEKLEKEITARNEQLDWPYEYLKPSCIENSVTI
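Purified human 12hLO (150 nM final) in 25 mM Hepes, 0.01% Triton X-100, pH 7.0 was preincubated 15 min at room temperature with compound. Then 40 uM arachidonic acid was added, 30 min. Hydroperoxide was read by Fe-XO absorbance ratio 573/405 nm.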
GRP78 ERSR act: qHTS for Inducers of the Endoplasmic Reticulum Stress Response (ERSR) in Human Glioma: qHTS; U87-MG GRP78 promoter luciferase reporter, 16 h; 420,000 compounds, 0.02% hits; Potency, µM, for the others: top-dose activation, usual class: activators; also: potency is read from the fitted curve at half-maximal effect; series mostly up to about 76 µM; % of control where 0% means no effect; nearly all actives have a fitted effect of over 35% in size
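Stably transfected U87-MG human glioma cells carrying a GRP78-based luminescent sensor were seeded at 1000 cells/well, pin-dosed with compounds and incubated 16 h. Luciferase reagent was then added, and end-point luminescence was read after 10 min at room temperature.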
Vif-APOBEC3F blk: qHTS for Inhibitors of Vif-A3F Interactions: qHTS; HeLa A3F-eYFP + Vif (tagged APOBEC3F with the HIV-1 protein that degrades it), YFP fluorescence increase; Potency, µM (series often up to 46.1 µM), for the others: top-dose activity, negative = active; 390,000 compounds, 0.2% hits; AID 602313, 2012; also: potency is read from the fitted curve at half-maximal effect; % of control where 0% means no effect; nearly all actives have a fitted effect of over 65% in size
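HeLa cells stably expressing A3F-eYFP plus Vif, plated and incubated overnight at 37 deg C, then exposed to compounds overnight at 37 deg C. Blocked degradation read as raised yellow fluorescence (Ex 488/Em 500-530).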
ERG-DNA inh: qHTS for Small Molecule Inhibitors of the ERG Ets/DNA interaction; Transcriptional regulator ERG (Homo sapiens), P11308; AID 624246, 2012; Potency, µM (series often up to 76.9 µM), for inactives: top-dose FP activity, negative = inhibition, actives largely listed as inhibitors; fluorescence polarization, His-ERG Ets domain / labelled DNA; 370,000 compounds, 0.028% hits; active = well fitted inhibition curve with a large enough effect in the polarisation, with a control signal flat; inconclusive = small, poorly fitted or top-dose-only effect, or effect the other way, or a change in a side signal; inactive = no such curve, though single readings can be large or run the other way; the % refers to the polarisation;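 also: polarization taken with two DNA probes labelled with fluorescein and Texas red; potency is read from the fitted curve at half-maximal effect; % of control where 0% means no effect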
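His-tagged ERG Ets domain (1 uM in the protein solution; 300mM KCl, 50mM Tris-HCl, 1mM EDTA, 1mM DTT, pH 7.5) received compound, then a probe mix of 5 nM fluorescein-DNA and 100nM Texas-615-DNA. Fluorescence polarization was read for both dyes.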
LDHA inh: qHTS assay for inhibitors of human lactate dehydrogenase. purified LDHA, NADH/diaphorase-resazurin fluorescence; active compounds read low. activity change, % (values are at about 110 or 230 µM). 480,000 compounds, 0.15% hits. AID 1347041, 2019; in the data active = activity change below about -30%; inconclusive = mostly about -25% to -30%;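 also: plate controls were DMSO wells for no effect and wells without enzyme for full effect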
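LDH5 2 nM; NADH 0.06 mM, pyruvate 0.2 mM; 200 mM Tris pH 7.4, EDTA, Tween-20; 5 min RT. Detection: diaphorase 0.133 mg/mL + resazurin 37 µM, fluorescence ex540/em590 at 0 and 20 min; normalized to enzyme-free and DMSO wells.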
D2 antag: HTS Assay for Allosteric Antagonists of the Human D2 Dopamine Receptor: Primary Screen for Antagonists | inhibition, % at 10 µM | AID 485344, 2010 | D(2) dopamine receptor (Homo sapiens), P14416 | HEK293 TREx D2 cells, calcium flux, dopamine EC80 | 340,000 compounds, 2% hits; in the data active = inhibition above about 30%; also: 0% is about no effect
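Overnight-induced (tetracycline, 30 C) HEK293 T-REx cells carrying force-coupled D2 receive a no-wash calcium dye, then compound, then EC80 dopamine at 180 s; signals are read kinetically throughout.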
D2 ag: HTS Assay for Allosteric Agonists of the Human D2 Dopamine Receptor: Primary Screen for Agonists; D(2) dopamine receptor (Homo sapiens), P14416; HEK293 T-REx D2 cells, calcium flux agonist mode; 340,000 compounds, 0.53% hits; activation, % at 2 µM;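 active = activation over 3 SD above normal in the single-dose calcium agonist read, cut at about 30% in these data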; also: 0% is about no effect
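Tetracycline-induced HEK293 T-REx cells with force-coupled D2 receptor, plated overnight at 30 C, loaded with no-wash calcium dye. After a 10 s baseline, compound was pin-added and calcium flux read kinetically for 180 s; calcium rises flagged agonists.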
RGS4 inh: Inhibitors of Regulator of G Protein Signaling (RGS) 4: qHTS; Potency, µM (highest dose often 114 µM), for inactives: at the highest dose activity change, negative = inhibition, hits mostly inhibitors; 390,000 compounds, 0.039% hits; Transcreener GDP fluorescence polarization, RGS4-accelerated GTP hydrolysis; also: potency is read from the fitted curve at half-maximal effect; % is scaled to controls: 0 for no effect and ±100 for the full control effect; nearly all actives have a fitted effect of over 75% in size; some results filed as inactive show a strong effect at the top dose
Target sequence (P49798 whole entry, looked up): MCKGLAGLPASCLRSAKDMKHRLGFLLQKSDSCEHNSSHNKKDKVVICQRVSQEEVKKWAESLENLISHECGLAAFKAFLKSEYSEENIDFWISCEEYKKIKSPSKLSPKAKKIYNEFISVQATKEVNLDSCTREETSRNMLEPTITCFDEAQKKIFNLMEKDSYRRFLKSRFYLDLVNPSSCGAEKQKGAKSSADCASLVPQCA
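MLSMR compounds (23 nl, pin-transferred) preincubated 10 min at room temperature with a 500nM (2x) first reagent, then RGS4 at 900nM (2x) plus Transcreener GDP mix added; fluorescence polarization (620/688 nm) read before and after 90 min at 30 °C.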
* marks the source's active call; other numbers are inactive results; ? = inconclusive; · = not tested or not shown; & = joins results of further samples; [ ] = another dose, or the depositor's remark. Unless noted, calls follow the shape of the dose curve; as a rule, active = well fitted curve in the direction sought with a large enough effect; inconclusive = small, poorly fitted or top-dose-only effect, or another doubt; inactive = no such curve, though single readings can be large; an effect the other way counts as inactive or inconclusive. Some of the compounds tested; count on the stated rates, not on these rows.

Molecule,Vif-A3G inh,ALOX12 inh,GRP78 ERSR act,Vif-APOBEC3F blk,ERG-DNA inh,LDHA inh,D2 antag,D2 ag,RGS4 inh
O=C(COC(=O)/C=C/C(=O)OCC(=O)Nc1ccccc1F)Nc1ccccc1F,-23%,0%,-6%,-11%,3%,-6,9,0.5,5%
CCOC(=O)Cn1c(=O)oc2cc(S(=O)(=O)N3CCC(N4CCCCC4)CC3)ccc21,2%,-6%,-4%,-8%,8%,-2,-3,0.9,10%
CCOC(=O)c1ccc(NC(=O)c2nc[nH]c2C(=O)N(C)CCO)cc1,-1%,-12%,9%,2%,·,3,·,·,·
Cc1cc(S(=O)(=O)Nc2c(C)ccc3nsnc23)ccc1F,-4%,2%,-3%,0%,-2%,6,-6,0.4,27%
C[C@@H](C(=O)NCc1c(F)cccc1Cl)N1C(=O)N2CCc3c([nH]c4ccccc34)[C@@]2(C)C1=O,-5%,16%,-3%,-4%,11%,-1,-3,1.2,-2%
O=C(c1ccco1)N1N=C(c2ccccc2)CC1c1ccc2nccnc2c1 (configuration not stated),-3%,-29%,1%,3%,18%,-6,-6,-0.6,-8%
Cc1nn(C)cc1/C=N/NC(=O)c1ccc2c(c1)OCO2,-1%,10%,-1%,4%,0%,-7,2,0.5,5%
COc1ccc(CN2C(=O)C(CC(=O)NC3CC3)CC(C(=O)N(C)C)=C2C)cc1 (configuration not stated),-1%,4%,-2%,0%,·,0,·,·,·
O=S(=O)(Nc1ccc(S(=O)(=O)Nc2nccs2)cc1)c1ccc(Br)cc1,-7%,?,2%,-1%,14%,-3,3,0.2,-10%
CCOC(=O)c1[nH]c(C)c(CCC(=O)NCc2cccc(C)c2)c1C,2%,-13%,-3%,5%,2%,4,·,·,-8%
CCN(CC(=O)NCc1ccc(Cl)cc1)C(=O)c1ccc(S(=O)(=O)N(C)C)cc1,1%,-1%,-4%,4%,-2%,-1,-7,-0.7,-11%
O=C(Nc1ccccc1)c1cc(N2CCOCC2)nc2ccccc12,-9%,153%[activator],5%,-9%,8%,-2,19,0.1,-20%
COc1ccc(NC(=O)/C=C/c2ccc(OC)c(OC)c2)cn1,-3%,-17%,0%,9%,5%,-13,-4,-0.7,4%
CC(C)CCN1CCN(Cc2ccc(N3CCNC3=O)cc2)CC1CCO (configuration not stated),0%,0%,-3%,-10%,25%,0,-27,0.5,11%
CCOc1ccc(C(C(=O)NCC2CCCO2)N(C(=O)c2snc(C(N)=O)c2N)c2cccc(F)c2)cc1 (configuration not stated),-7%,-2%,-2%,1%,3%,-10,13,0.7,13%
Cc1nc2ccsc2c(=O)n1-c1cccc(Cl)c1,2%,0%,-5%,1%,-1%,-1,·,·,-13%
Cc1nc2ccccc2n1/C(=N\S(=O)(=O)c1ccccc1)c1ccccc1,0%,-7%,-1%,-10%,·,-2,15,0.3,-28%
CCc1nnc(NC(=O)CN2C(=O)/C(=C/c3cc(OC)c(OC)c(OC)c3)SC2=S)s1,7%,-13%,0%,1%,74%[activator],2,-5,1.1,?
CC(=O)Nc1ccc2oc(C)nc2c1,-5%,13%,-4%,-5%,4%,-1,-11,-0.1,-12%
Cc1ccc(CCNC(=O)C2CCN(S(=O)(=O)c3ccc4c(c3)CCC(=O)N4)CC2)cc1,0%,-4%,0%,-1%,-2%,-6,-1,0.3,-15%
Nn1c(SC/C=C/c2ccccc2)nnc1-c1cccnc1,0%,-4%,1%,-43%,0%,-11,·,·,0%
O=C(CS(=O)(=O)c1ccc(Cl)cc1)N1CCN(c2ccccc2)CC1,0%,1%,-2%,3%,·,0,·,·,·
COc1cc(OC)c(C2C(C#N)=C(N)Oc3cc(C)n(CCCN4CCOCC4)c(=O)c32)cc1OC (configuration not stated),1%,3%,0%,·,-3%,-2,0,0.3,-5%
O=C(Cc1ccc(Cl)cc1)Nc1ccc2oc(-c3ccc(F)cc3)nc2c1,2%,?,-2%,3%,1%,-4&-8,·,0.9,15%
COc1cccc2c1Oc1ncccc1N(C(=O)CCC(=O)NCc1ccc(N(C)C)cc1)C2,-1%,-7%,1%,2%,2%,3,·,0.7,-12%
Cc1cc(OCC(=O)Nc2ccc(S(=O)(=O)NC3=NCCCCC3)cc2)c(C(C)C)cc1Cl,-2%,-3%,-4%,-2%,-3%,-3,-18,1.1,8%
CCN(CC)CCCN(Cc1cc2cc3c(cc2[nH]c1=O)OCO3)C(=O)Nc1ccccc1OC,1%,1%,2%,3%,11%,-6,18,-0.5,22%
Cc1nn(CCCC(=O)NCCc2ccc(Cl)cc2)c(=O)c2nn(-c3ccccc3)c(C)c12,-1%&2%,0%&-10%,-2%&-3%,2%&-6%,-1%&6%,-12&-5,-15,0.3&-0.4,-13%[56.9 µM]
COc1cccc(-c2noc(C3CCCN(C(=O)c4ccc(F)cc4F)C3)n2)c1 (configuration not stated),-1%,-32%,3%,3%,-8%,-2,33*,-0.5,30%
C=CCn1c(C)cc(C(=O)CSc2n[nH]c(N)n2)c1C,0%,-7%,2%,-2%,3%,-1,2,1.6,12%

Shown with values under each structure: part of the list above.
The line under a structure holds: Vif-A3G inh, ALOX12 inh, GRP78 ERSR act, Vif-APOBEC3F blk, ERG-DNA inh, LDHA inh, D2 antag, D2 ag, RGS4 inh
COc1cccc(-c2noc(C3CCCN(C(=O)c4ccc(F)cc4F)C3)n2)c1 (configuration not stated)
→ -1%, -32%, 3%, 3%, -8%, -2, 33*, -0.5, 30%
C=CCn1c(C)cc(C(=O)CSc2n[nH]c(N)n2)c1C
→ 0%, -7%, 2%, -2%, 3%, -1, 2, 1.6, 12%

Following part:
Molecule,Vif-A3G inh,ALOX12 inh,GRP78 ERSR act,Vif-APOBEC3F blk,ERG-DNA inh,LDHA inh,D2 antag,D2 ag,RGS4 inh
COC(=O)c1ccc(-c2nc(-c3ccc(OC)c(OC)c3)no2)cc1,1%,-28%,1%,-7%,-3%,-1,·,0.5,-27%
O=C(NCC1CCCO1)c1ccc(NC(=O)c2ccc(Br)cc2)cc1 (configuration not stated),2%,0%,-2%,5%,-1%,-4,·,·,1%
O=C(N=C1SC2CS(=O)(=O)CC2N1c1cccc(Cl)c1Cl)C1CC1 (configuration not stated),-1%,-8%,2%,-12%,-4%,-3,-7,0.2,-27%
CCOc1ccc(CCNC(=O)c2ccccc2OCc2c(C)noc2C)cc1OCC,0%,0%,-3%,11%,-3%,-9,8,-0.7,-1%
CC(=O)Oc1ccc(OC(C)=O)c2c1CC1(C)OC1(C)C2 (configuration not stated),-4%,-4%,-3%,1%,·,4,·,·,·
C[C@@H]1CN([C@@H](C)CO)S(=O)(=O)c2ccc(Br)cc2O[C@H]1CN(C)C(=O)C1CCC1,-1%,-5%,-5%,-1%,·,-3,·,·,·
CC(C)(C)c1ccc(CC(=O)N2CCC2(C)C(=O)NS(=O)(=O)c2ccccc2Cl)cc1 (configuration not stated),1%,-7%,-5%,·,·,-2,·,·,·
CCCCNS(=O)(=O)c1ccc2nc(-c3cccnc3)cc(C(=O)NCCCOCC)c2c1,0%,12%,-2%,1%,-5%,2,-3,-0.8,3%
Cc1csc(-c2coc3cc(O)cc(C)c3c2=O)n1,-1%,-11%[57.4 µM],6%,0%,2%,-6,-46,0.8,-13%
O=C(COC(=O)Cc1ccc(Br)cc1)Nc1c(F)c(F)c(F)c(F)c1F,0%,-3%,-2%,-2%,-2%,-7,-3,0.1,-1%
Cc1ccccc1C(=O)NNC(=S)NC(=O)c1cccs1,-2%,-25%,-3%,-6%,7%,-2,-9,0.1,-50%
CCN1CCc2c(sc(NC(=O)c3ccc(S(=O)(=O)N4CCOCC4)cc3)c2C(N)=O)C1,-1%,-1%,-6%,-2%,12%,3,7,4.6,?
